# From PubChem
# UTI89 phage lysis = inhibition of K1F phage lysis, E. coli UTI89, bacterial capsule biogenesis inhibitors, alamar blue (AID 488966); 340,000 tested, 0.02% active; E. coli UTI89 K1F phage lysis, alamar blue, 2 h; higher % means a stronger effect; one-dose inhibition, % at 100 µM; IC50 in µM for titrated hits;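 active = phage lysis inhibition, versus mean bacterial control, above a set limit; inconclusive = no clear call, values can overlap the other calls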;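 also: capsule biogenesis inhibitors block K1F phage lysis so surviving cells raise fluorescence; higher fluorescence means more inhibition of phage lysis; actives were called in the ten point dose series up to 300 µM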
# Lipid droplet = inhibitors of hepatocyte lipid droplet formation, primary screen, imaging, high-throughput imaging, BODIPY stain; AID 1656, 2009; 240,000 tested, 0.4% active; inhibition, % at 6.5 µM; AML12 mouse hepatocytes, oleate lipid droplets;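 active = lipid droplet intensity inhibited by at least 50%, with more than 500 cells counted; inconclusive = wells with under 300 cells, treated as cytotoxic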
#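 Material: mouse AML12 hepatocyte cell line, fixed after treatment; Timing: compound with oleate, overnight; Technique: high-content imaging of BODIPY-stained droplets and DAPI nuclei; Probe or stimulus: oleate, 100 µM final; Dosing: compound at 6.5 µM only.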
# Myeloid diff 2 = induction of myeloid progenitor differentiation, primary screen, cell-based, flow cytometry, MLPCN library | ER-HoxA9 myeloid progenitors, lysozyme-GFP differentiation | calls only at 10 µM | 360,000 tested, 1% active;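 active = normalized GFP-positive differentiation at or above the plate's own cutoff, the solvent-only control mean plus 3 SD; inconclusive = no clear call, values can overlap the other calls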;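 also: cells exposed to compound for four days before flow analysis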
# Lipid droplet cells 6.5 µM = second read-out of Lipid droplet, no call of its own (marks repeat the call); cell count; measured here: cell count, cytotoxicity flag;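 cells counted across two imaged fields per well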
# Myeloid diff 2 GFP+ MAC1+ % = also measured in Myeloid diff 2; calls as there; GFP+ MAC1+ double positive, %; measured here: differentiation confirmed by MAC1 staining
# * = called active by the depositor; i = inactive; ? = inconclusive; / = not tested or not shown; [ ] = another dose, or the depositor's remark.
SMILES,UTI89 phage lysis,Lipid droplet,Lipid droplet cells 6.5 µM,Myeloid diff 2,Myeloid diff 2 GFP+ MAC1+ %
CCC(C(=O)NCCC(C)C)N(Cc1ccccc1Cl)C(=O)c1snc(C(N)=O)c1N (stereo unspecified),-1.2%,-10.6,817,i,0.9
O=C(Nc1cccc2ccccc12)c1cccc([N+](=O)[O-])c1,-0.1%,0.1,850,i,0.8
CCOc1ccc(S(=O)(=O)N2CCOCC2)cc1NC(=O)CSCC(=O)Nc1ccc(C)cc1,0.8%[50 µM],-7.6,833,i,0.9
COc1ccc(Cc2nc3ccc(C(=O)N(C)CCn4ccnc4)cc3o2)cc1OC,1.0%,6.9,653,i,1.4
CCC1(c2ccc(F)cc2)NC(=O)N(CC(=O)Nc2ccccc2C)C1=O (stereo unspecified),0.2%,-6.1,818,i,1.2
O=C(Nc1nncs1)C1CC(=O)N(CCc2ccc(F)cc2)C1 (stereo unspecified),-0.1%,25.7,711,i,1.0
CCS(=O)(=O)c1nc(S(=O)(=O)c2ccc(C)cc2)c(N2CCN(CCO)CC2)s1,0.2%,-3.7,700,i,0.6
O=C(O)C(=O)Nc1nc(-c2ccc3c(c2)OCCO3)cs1,0.5%,-6.0,717,i,1.2
Cc1ccc(CCNC(=O)c2cc(-c3ccncc3)nc3ccc(S(=O)(=O)N4CCOCC4)cc23)cc1,0.5%,-5.8,762,i,2.2
CCN(Cc1ccccc1)C(=S)NC(=O)c1ccccc1Br,0.1%,5.8,872,i,0.2
COc1ccc2[nH]c3c(c2c1)CC(C)NC3=O (stereo unspecified),0.1%,-13.4,739,i,0.2
COc1ccc(S(=O)(=O)c2c(O)c3ccc(C(=O)Nc4ccc(F)cc4)cc3[nH]c2=O)cc1,-0.3%,5.4,710,?,/
NS(=O)(=O)c1ccc(CNC(=O)C(Cc2ccccc2)NS(=O)(=O)c2ccccc2F)cc1 (stereo unspecified),-0.2%,-10.3,779,i,0.6
CC(=O)c1cccc(NC(=S)NC(=O)c2cncc(Br)c2)c1,-0.6%,-0.3,782,i,0.7
O=C(NCc1ccccc1)c1ccccc1NC(=O)C1CCCCC1,0.6%[50 µM],-9.1,804,i,1.0
O=C(NC(=S)NCCc1ccccc1)c1cccc(Cl)c1,0.0%,-4.5,687,i,0.8
Cc1nnc(N2CCC(C(=O)N3CCCCCC3)CC2)c2nn(-c3ccc(Cl)cc3)c(C)c12,0.4%,6.3,701,?,/
COc1ccc(CN2C(=O)c3cccnc3C2=O)cc1S(=O)(=O)N1CC(C)CC(C)C1 (stereo unspecified),-0.2%,-2.4,639,?,/
CC(=O)Oc1ccc2nc(/C=C/c3ccc(C=O)cc3)oc(=O)c2c1,-0.7%,-2.6,843,i,0.5
CCOc1cccc2cc(C(=O)NCc3ccc(OC)cc3)c(=N)oc12,0.1%,0.0,840,i,0.5
CCc1ccc(NC(=O)C2CCN(c3ncnc4c3nc3n4CCCCC3)CC2)cc1,0.2%,-7.3,730,i,1.7
COc1cccc(CN2CCNC(=O)C2CC(=O)NC2CCOCC2)c1OC (stereo unspecified),0.3%,-3.7,688,i,1.1
COc1cccc(C(=O)Nc2cccc3cccnc23)c1OC,0.0%,13.5,838,i,0.4
CN(C)Cc1c(C(=O)N/N=C/c2cccc(OCc3c(F)cccc3Cl)c2)nnn1-c1nonc1N,1.4%,-2.4,670,i,8.2
CCOc1ccc(N(CC(=O)NN=C2CCN(C)CC2)S(=O)(=O)c2ccc(Br)cc2)cc1,-0.1%,-30.2,710,i,0.4
COC(=O)c1c(NC(=O)c2ccccc2F)sc(C(=O)N2CCOCC2)c1C,0.2%,16.3,799,i,1.0
COc1ccc(C(=O)Nc2cc(C)nn2-c2ccc(F)cc2)cc1,0.5%,-0.5,835,i,0.2
Cc1ccccc1C(=O)Nc1c(C(=O)N(CCN(C)C)Cc2ccco2)oc2ccccc12,0.2%,-15.3,735,i,0.0
O=C1NCCCCC1NS(=O)(=O)c1cccc(C(F)(F)F)c1 (stereo unspecified),0.2%,-17.1,792,i,0.4
CCCc1cc(=O)oc2cc(C)cc(OCC(=O)NC(Cc3ccc(Cl)cc3)C(=O)O)c12 (stereo unspecified),1.4%,8.8,809,i,2.8

# Single records, from the list above. Order of values: UTI89 phage lysis	Lipid droplet	Lipid droplet cells 6.5 µM	Myeloid diff 2	Myeloid diff 2 GFP+ MAC1+ %
# Entry for `CCCc1cc(=O)oc2cc(C)cc(OCC(=O)NC(Cc3ccc(Cl)cc3)C(=O)O)c12` (stereo unspecified) → 1.4%	8.8	809	i	2.8
# Entry for `COc1ccc(C(=O)Nc2cc(C)nn2-c2ccc(F)cc2)cc1` → 0.5%	-0.5	835	i	0.2
# Entry for `COc1ccc(CN2C(=O)c3cccnc3C2=O)cc1S(=O)(=O)N1CC(C)CC(C)C1` (stereo unspecified) → -0.2%	-2.4	639	?	/
# Entry for `Cc1ccccc1C(=O)Nc1c(C(=O)N(CCN(C)C)Cc2ccco2)oc2ccccc12` → 0.2%	-15.3	735	i	0.0

# (more compounds)
SMILES,UTI89 phage lysis,Lipid droplet,Lipid droplet cells 6.5 µM,Myeloid diff 2,Myeloid diff 2 GFP+ MAC1+ %
CCOC(=O)c1ccc(N2C(=O)C=C(N3CCOCC3)C2=O)cc1,0.2%,-6.0,748,i,0.8
Cc1cccc(NC(=O)CN2CCc3cc4c(cc3C2)OCCCO4)c1,3.3%,-25.5,590,i,1.8
COC(=O)c1ccc(N(CC(=O)NC2CCCCC2)C(=O)CNC(=O)c2ccco2)cc1,0.2%,-6.1,720,i,0.8
CN(C)C(=O)CNC(=O)CN1C(=O)NC2(CCCc3sccc32)C1=O (stereo unspecified),0.1%,-0.9,822,i,1.0
O=C(O)C1(c2ccccc2)CCN(S(=O)(=O)c2ccc(F)c(F)c2)CC1,-0.1%,4.9,805,i,0.5
CCNS(=O)(=O)c1ccc(NC(=O)Nc2ccc3c(c2)OCO3)cc1,0.2%[50 µM],0.7,825,i,2.1
COc1ccc(CCN2CC(C(=O)NCCc3cccnc3)CCC2=O)cc1 (stereo unspecified),-0.2%,-11.3,706,i,0.5
Cc1c(CC(=O)NCCCCCC(=O)O)c(=O)oc2c(C)c3oc4c(c3cc12)CCCC4,-0.5%[50 µM],0.3,818,i,0.0
O=C(CN1C(=O)S/C(=C\c2ccccc2F)C1=O)NC1C=CS(=O)(=O)C1 (stereo unspecified),0.0%,-12.3,698,i,2.0
Cc1csc(NC(=O)c2ccc(Br)s2)n1,0.6%,-3.4,832,i,1.4
COc1ccc(N2CCN(S(=O)(=O)c3cc(-c4cc(C)no4)ccc3C(C)C)CC2)cc1,0.4%,-44.0,747,i,3.1
COc1ccc(NC(=O)c2cc(N3C(=O)C4C5CCC(C5)C4C3=O)ccc2Cl)c(OC)c1 (stereo unspecified),0.1%,-7.3,731,i,1.6
CCCCN1C(=O)CCC(C(=O)O)C1c1ccc([N+](=O)[O-])cc1 (stereo unspecified),0.1%,2.3,835,i,0.5
Cc1ccc(C)c(Cn2nc(-c3ccccc3)ccc2=O)c1,-0.1%,-19.9,794,i,0.2
CCc1nn(C(C)C(=O)NCc2cccc(Cl)c2)c(=O)c2cc3occc3n12 (stereo unspecified),0.6%,-0.8,700,i,2.6
Nc1cc(=O)[nH]c(=O)n1CCc1ccccc1,0.6%,1.1,788,i,0.6
COc1ccc(C(=O)NNC(=O)C2(C)CC2(Br)Br)cc1 (stereo unspecified),0.0%,-0.4,735,i,0.0
CC(NC(=O)C1CCCN(S(=O)(=O)c2ccc(-n3cnnn3)cc2)C1)c1ccc(F)cc1 (stereo unspecified),0.1%,0.7,800,i,2.7
CC(C)C(C(=O)NC1CCCC1)N(CC1CCCO1)C(=O)CNS(=O)(=O)c1ccc(F)cc1 (stereo unspecified),0.2%,-11.4,805,i,0.9
COc1ccc(NC(=O)CCN2C(=O)c3ccccc3C2=O)c(OC)c1,0.2%,-12.8,799,i,0.7
CCN(C(=O)COC(=O)/C=C/c1cccc(Br)c1)C1CCS(=O)(=O)C1 (stereo unspecified),0.7%[50 µM],-1.4,832,i,0.9
O=c1oc2ccccc2c(NC2CCCCC2)c1NS(=O)(=O)c1ccc(F)cc1,0.3%,17.3,690,i,1.7
CC(C)CC(OC(=O)CC1Sc2ccccc2NC1=O)C(=O)NC1CCCC1 (stereo unspecified),0.4%,-10.7,763,i,0.5
Cc1cc(=O)[nH]c2c(C)cc(S(=O)(=O)N3CCOCC3)cc12,2.2%[50 µM],-0.6,686,i,0.7
CC1CCCC(NC(=O)c2cc(S(=O)(=O)N3CCOCC3)ccc2F)C1C (stereo unspecified),-0.1%,-4.6,700,?,/
Cc1ccc(OC(F)F)c(NC(=O)Nc2ccc3c(c2)OCO3)c1,3.0%[50 µM],-0.7,815,i,4.0
O=C(N/C(=C/c1ccco1)C(=O)N1CCOCC1)c1ccccc1Br,1.9%[50 µM],-6.0,725,i,0.9
Nc1cccc2c(=O)c3ccccc3[nH]c12,0.6%,-49.7,810,i,0.8
O=C(NCCCn1ccnc1)c1ccc(C(F)(F)F)cc1,0.1%,-2.1,777,i,0.8
Cc1cc(CN(C)C(=O)C2CCC(=O)N(CCc3cccc(F)c3)C2)on1 (stereo unspecified),-0.1%,0.0,825,i,0.6
Cc1ccc(NC(=O)CN2CCN(C(=O)c3ccco3)CC2)cc1,-0.2%,-2.1,806,i,0.2
COc1ccccc1C(=O)N(C)c1nnc(-c2ccccc2)s1,0.0%,0.4,839,i,0.8
CC(NS(=O)(=O)c1ccccc1Cl)C1CC2CCC1C2 (stereo unspecified),-0.3%,18.6,866,i,1.5
CC(Oc1ccccc1)C(=O)N=C1SC2CS(=O)(=O)CC2N1c1ccccc1 (stereo unspecified),-0.2%,-12.0,633,i,0.9
Cc1nonc1NC(=O)CSc1nnc(N)s1,0.0%,1.8,753,i,2.2
CC(=O)c1ccc(S(=O)(=O)N2CCC(c3nc4ccccc4[nH]3)CC2)cc1,1.3%,-4.7,726,i,0.5
CC1CCN(CC(O)CN2c3ccccc3Sc3ccccc32)CC1 (stereo unspecified),0.2%,-21.8,832,i,0.6
CN(CCOc1ccccc1)C(=O)C1CCC(=O)N(CCCN2CCOCC2)C1 (stereo unspecified),-0.1%,-8.6,803,i,0.4
O=C(Nc1ccccc1Oc1cccnc1)C1CCCN(Cc2ccc(F)cc2)C1 (stereo unspecified),-0.1%,11.7,734,i,1.2
Cc1csc(NC(=O)c2ccc(Cn3nc(C)c(Br)c3C)o2)n1,0.3%,-4.6,799,i,0.3
O=C(CC1CCCC1)Nc1cccc(Br)c1,-0.1%,-29.6,834,i,0.4
NS(=O)(=O)c1ccccc1NC(=S)Nc1ccccc1S(N)(=O)=O,0.5%,-15.7,718,i,1.2
Cn1c(=O)c(C(=O)NCCCc2ccccc2)c(O)c2ccccc21,0.5%,-1.4,811,i,0.3
COc1ccc2nc(NC(=O)c3ccc([N+](=O)[O-])o3)sc2c1,0.4%,-7.5,796,i,2.7
COc1ccc(OC)c(NC(=O)c2oc3ccccc3c2NC(=O)C2CC2)c1,1.6%[50 µM],-2.1,839,i,0.9
CCCN1CCC(NC(=O)CC2C(=O)NCCN2Cc2cccc(OC)c2)CC1 (stereo unspecified),1.7%[50 µM],-0.5,824,i,0.0
COc1cc(Nc2c3ccccc3nc3ccccc23)cc(OC)c1OC,0.1%,-16.4,834,i,0.2
O=C(NCC(=O)N(c1ccc(F)cc1)C(C(=O)NC1CCCCC1)c1ccncc1)c1ccco1 (stereo unspecified),0.3%,-2.6,731,?,/
OCCOc1ccc(CN2CCCC(N3CCN(c4ccc(F)cc4)CC3)C2)cc1 (stereo unspecified),0.1%,-11.9,761,i,0.3
O=C(Nc1cccc(NC(=O)c2ccccc2Cl)c1)c1ccc([N+](=O)[O-])o1,-3.0%,2.5,808,?,/

# Rewritten field by field: entries from further up
O=C(CC1CCCC1)Nc1cccc(Br)c1
  UTI89 phage lysis: -0.1%
  Lipid droplet: -29.6
  Lipid droplet cells 6.5 µM: 834
  Myeloid diff 2: i
  Myeloid diff 2 GFP+ MAC1+ %: 0.4
NS(=O)(=O)c1ccccc1NC(=S)Nc1ccccc1S(N)(=O)=O
  UTI89 phage lysis: 0.5%
  Lipid droplet: -15.7
  Lipid droplet cells 6.5 µM: 718
  Myeloid diff 2: i
  Myeloid diff 2 GFP+ MAC1+ %: 1.2

# (next part)
SMILES,UTI89 phage lysis,Lipid droplet,Lipid droplet cells 6.5 µM,Myeloid diff 2,Myeloid diff 2 GFP+ MAC1+ %
COc1ccc(OCc2nnc(SCC(=O)Nc3nnc(C4CC4)s3)n2C)cc1,0.1%,11.2,853,i,1.1
CC(NC(=O)c1ccco1)C(=O)N1CCCCC1 (stereo unspecified),-0.1%,-36.4,704,i,2.5
CC1(C)CC(=O)C=C(Nc2ccccc2N)C1,-1.4%,-11.3,811,i,1.8
Cc1ccc(C(=O)N/C(=C\c2ccc(-c3ccccc3[N+](=O)[O-])o2)C(=O)NCCCN(C)C)cc1,1.6%[50 µM],-4.2,853,i,0.5
C[C@H](C(O)c1ccccc1)N(C)C(=O)CN (stereo partly specified),-0.1%,5.4,798,i,0.5

# The list is partial; count on the stated rates, not on these rows.
